Bioassay records from PubChem BioAssay.
ELG1 DNA repair: blocks ELG1-dependent DNA repair in HEK293T cells; HEK293T ELG1-luciferase reporter, luminescence, 16 h; DNA damage induced by 5-fluorouridine; Potency, µM (highest dose often 46.1 µM), for the others: at the highest dose activity change, negative = inhibition, usual class: inhibitors; 330,000 tested, 2.3% active; note: potency is the fitted concentration of half-maximal effect; % is set by controls: 0 for no effect and ±100 for the full control effect; nearly all actives have a fitted effect of over 55% in size
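Quantitative HTS, concentration-response format. 2,000 cells/well co-treated with 5-fluorouridine and compound, 16 hr in 5% CO2 at 37 °C; ONE-Glo luminescence read after 30 min.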
FLuc modulator: firefly luciferase modulation, counter-screen for miR-21 project. P08659. purified FLuc, Km substrates, luminescence inhibition. Potency, µM (top dose mostly 57.5 µM), for inactives: at the highest dose activity change, negative = inhibition, actives largely listed as inhibitors. 360,000 tested, 6.9% active. AID 588342;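 note: potency is the fitted concentration of half-maximal effect; plate controls were vehicle for no effect and reference inhibitor for full effect; nearly all actives have a fitted effect of over 55% in size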
Target sequence (P08659 whole entry, looked up): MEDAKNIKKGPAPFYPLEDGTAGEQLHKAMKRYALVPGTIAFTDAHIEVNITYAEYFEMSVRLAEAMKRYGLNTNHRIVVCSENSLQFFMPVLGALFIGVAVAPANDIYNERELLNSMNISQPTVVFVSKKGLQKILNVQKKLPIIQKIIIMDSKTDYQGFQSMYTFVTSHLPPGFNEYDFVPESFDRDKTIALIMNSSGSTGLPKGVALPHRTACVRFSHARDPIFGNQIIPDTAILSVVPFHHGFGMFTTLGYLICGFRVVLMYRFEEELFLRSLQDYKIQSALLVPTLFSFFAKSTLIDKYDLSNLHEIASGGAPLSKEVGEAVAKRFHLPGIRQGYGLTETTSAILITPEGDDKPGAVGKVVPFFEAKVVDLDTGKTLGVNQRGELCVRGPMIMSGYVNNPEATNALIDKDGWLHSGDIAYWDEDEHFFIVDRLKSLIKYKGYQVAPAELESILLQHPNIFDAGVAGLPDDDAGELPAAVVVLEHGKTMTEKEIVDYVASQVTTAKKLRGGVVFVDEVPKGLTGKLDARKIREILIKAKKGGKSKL
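Purified P. pyralis luciferase (10nM final) with 10uM D-luciferin and 10uM ATP (Km levels) in 50mM Tris acetate pH 7.5, 10mM Mg acetate, 0.01% Tween-20, 0.05% BSA; qHTS 6-point titration, ~60 µM downward; luminescence read.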
Gal4-VP16 FLuc: counter-screen for ROR gamma inhibitors: Gal4-VP16 reporter; Drosophila S2 Gal4-VP16 UAS-luciferase, luminescence, 20 h; Potency, µM (doses to about 53.6 µM), for the others: top-dose activity, negative = inhibition, most hits filed as inhibitors; 310,000 tested, 3.5% active; AID 2546;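 note: Gal4-VP16 expression switched on by copper sulfate through the metallothionein promoter; potency is the fitted concentration of half-maximal effect; % is set by controls: 0 for no effect and ±100 for the full control effect; nearly all actives have a fitted effect of over 50% in size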
TRPV1 agonist: activates the human vanilloid receptor TRPV1; Q8NER1; TRPV1-expressing cells, Fluo-8 calcium influx, agonist mode; activation, % at 8.33 µM; 320,000 tested, 0.19% active; in the data active = activation above about 80%; inconclusive = between about 30% and that limit; note: 0% is about no effect
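TRPV1-expressing cells were cultured overnight at 35.5C and loaded with Fluo-8 calcium dye for 40 to 90 min at room temperature. After a 10 s baseline, compound was added and calcium influx was read kinetically for 3 min (ex 480/em 520 nm).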
NPC1 prom act: NPC1 promoter activation; Huh7 NPC1 promoter luciferase reporter, 24 h; Potency, µM (doses to about 9.22 µM), without a hit: at the highest dose activation, usual class: activators; 320,000 tested, 2.4% active;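 note: potency is the fitted concentration of half-maximal effect; % of control where 0% means no effect; nearly all actives have a fitted effect of over 60% in size; reporter is driven by a mutant NPC1 promoter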
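Compounds in DMSO were transferred onto Huh7 NPC1-luciferase reporter cells pre-incubated 2 h; after 24 h at 37 °C, Amplite reagent was dispensed and luminescence recorded 10 min later.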
BRCA1 expr act: BRCA1 expression activation. MCF7-BRCA1-FFLuc reporter, luminescence, 48 h; response scale: scaled: vehicle 0%, 10 µM genistein 100%. 380,000 tested, 1.1% active. Potency, µM (top dose mostly 46.1 µM), inactives show top-dose activation, usual class: activators; note: potency is the fitted concentration of half-maximal effect; nearly all actives have a fitted effect of over 80% in size; some results filed as inactive show a strong effect at the top dose
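MCF7 cells carrying a BRCA1-firefly luciferase reporter (2000 cells/well, phenol-red free MEM) were attached for 2 h at 37 °C, then given compounds for 48 h. Luminescence was read 15 min after luciferase reagent; activity normalized to genistein (10 microM) and DMSO.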
ELG1 genotox: genotoxicity induction in ELG1-luciferase HEK293T cells; HEK293T ELG1-luciferase reporter, luminescence, 16 h; Potency, µM (titrated, usually from 46 µM), inactives show top-dose activity change, positive = activation, most hits filed as activators; 330,000 tested, 1.3% active; note: potency is the fitted concentration of half-maximal effect; % of control where 0% means no effect; nearly all actives have a fitted effect of over 60% in size
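16 hr compound incubation (37 °C, 5% CO2) of HEK293T cells carrying luciferase-tagged ELG1; luciferase then measured by ONE-Glo luminescence after 30 min at RT.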
RORg inh: ROR gamma (mouse) transcription inhibition; 310,000 tested, 5.4% active; Potency, µM (top dose mostly 53.6 µM), for inactives: top-dose activity change, negative = inhibition, hits mostly inhibitors; Drosophila S2 Gal4-RORgamma UAS-luciferase reporter, 20 h; AID 2551; note: potency is the fitted concentration of half-maximal effect; % is set by controls: 0 for no effect and ±100 for the full control effect; nearly all actives have a fitted effect of over 60% in size
Target sequence (P51450 whole entry, looked up, the tested form may be a part): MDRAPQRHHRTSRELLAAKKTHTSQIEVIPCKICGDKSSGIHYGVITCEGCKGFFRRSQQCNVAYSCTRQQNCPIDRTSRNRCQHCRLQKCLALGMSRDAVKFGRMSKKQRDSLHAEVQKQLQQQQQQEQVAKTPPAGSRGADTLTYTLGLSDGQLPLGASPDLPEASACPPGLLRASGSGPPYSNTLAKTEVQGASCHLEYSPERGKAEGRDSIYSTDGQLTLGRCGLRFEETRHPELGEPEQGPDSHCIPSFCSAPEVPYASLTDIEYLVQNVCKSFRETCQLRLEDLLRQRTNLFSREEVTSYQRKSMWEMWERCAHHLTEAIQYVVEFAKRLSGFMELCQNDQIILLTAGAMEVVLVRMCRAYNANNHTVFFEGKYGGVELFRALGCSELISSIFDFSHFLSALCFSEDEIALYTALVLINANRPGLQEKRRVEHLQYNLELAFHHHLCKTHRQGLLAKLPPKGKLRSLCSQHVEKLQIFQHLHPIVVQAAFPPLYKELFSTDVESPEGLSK
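Luminescence from a UAS-regulated Photinus luciferase reporter in stably transfected Drosophila Schneider cells is measured; decreased signal marks ROR gamma inhibition. Fusion expression is induced by 700 uM copper sulfate for 20 hr.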
p53 reactivation: mutant p53 re-activation in reporter cells | H1299 p53-A138V BP100-luciferase reporter, luminescence, 24 h | Potency, µM (series often up to 92.2 µM), without a hit: top-dose activity change, positive = activation, most hits filed as activators | 320,000 tested, 0.063% active | AID 504706; note: potency is the fitted concentration of half-maximal effect; % of control where 0% means no effect; nearly all actives have a fitted effect of over 45% in size
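p53-null H1299 cells stably carrying temperature-sensitive p53-A138V and a BP100-luciferase reporter were pinned with compounds (4-point, 1:5 series) and held 24 hrs at 37 deg C. Luminescence was read 10 min after detection reagent.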
Rab9 prom act: Rab9 promoter activation | Huh7 Rab9 promoter-luciferase reporter, luminescence, 24 h | Potency, µM (doses to about 9.22 µM), for the others: top-dose activation, negative = inhibition, usual class: activators | 320,000 tested, 2.8% active | AID 485297; note: potency is the fitted concentration of half-maximal effect; % of control where 0% means no effect; nearly all actives have a fitted effect of over 60% in size
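Luminescence read-out: Huh7 cells stably expressing Rab9-luciferase, treated 24 h with compound at 37 °C, then lysed with luciferase reagent for 10 min at ambient before reading.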
Tb PFK block: inhibitors of T. brucei phosphofructokinase; O15648; T. brucei PFK, ADP-Glo luminescence; Potency, µM (highest dose often 57.5 µM), for the others: at the top dose activity, negative = inhibition, most hits filed as inhibitors; 330,000 tested, 0.17% active; AID 485367;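 note: potency is the fitted concentration of half-maximal effect; 0% = uninhibited 1x PFK enzyme wells and -100% = no-enzyme wells; nearly all actives have a fitted effect of over 60% in size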
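In TEA buffer at pH 8.0 with 5 mM MgCl2, enzyme (1.25 nM) converted F6P (0.5 mM) and ATP (0.1 mM) for 45 min at room temperature. ADP product was read by luciferase luminescence.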
Numbers without * were called inactive; ? = inconclusive; nt = not tested or not shown; & = joins results of further samples; [ ] = dose if it differs, or a comment. Unless noted, calls come from the whole dose curve; as a rule, active = well fitted curve in the direction sought with a large enough effect; inconclusive = small, poorly fitted or top-dose-only effect, or another doubt; inactive = no such curve, though single readings can be large; an effect the other way counts as inactive or inconclusive. Compounds as they come; any-hit rate near 15%.

Each structure is followed by: ELG1 DNA repair	FLuc modulator	Gal4-VP16 FLuc	TRPV1 agonist	NPC1 prom act	BRCA1 expr act	ELG1 genotox	RORg inh	p53 reactivation	Rab9 prom act	Tb PFK block
> COCCCn1c(C(=O)NC2CCCCC2C)cc2c(=O)n3cccc(C)c3nc21 (configuration not stated)
  13µM*	3%	0%	?	-3%	-13%	-11%	3%	-1%	-3%	0%
> O=C(N/N=C/c1ccc(OCC(=O)N2CCOCC2)cc1)c1ccccc1Cl
  -2%	?	7%	1	-1%	17%	-1%	5%	-2%	1%	-1%
> Cc1nc(NCCc2ccc(F)cc2)c2nnn(Cc3ccccc3)c2n1
  6%	1%	-4%	-5	0%	-17%	-6%	-30%	10%	-5%	-7%
> Cc1c(NC(=O)Nc2c(Cl)cccc2Cl)c(=O)n(-c2ccccc2)n1C
  -13%	7%	-2%	-3	0%	-15%	0%	0%	-5%	-11%	14%
> C/C(=N/NC(=O)CSCc1ccc(Cl)cc1)c1cccc(NC(=O)c2ccccc2)c1
  ?	-11%	?	-1	-1%	-9%	4%	13%	-4%	0%	-4%
> CCOc1ccc(C(CC(=O)O)NS(=O)(=O)c2ccc(C)cc2)cc1OC (configuration not stated)
  10%	-4%	1%	2	-2%	5%	-1%	-2%	9%	-2%	-1%
> Cc1ccc(S(=O)(=O)NCC(=O)OCC(=O)N(C)C2CCCCC2)cc1
  ?	5%	nt	1	1%	5%	0%	nt	-2%	-8%	0%
> O=C(c1ccc(Cl)c(Cl)c1)N1CCOCC1
  -1%	0%	1%	-4	1%	-5%	0%	6%	4%	-2%	-1%
> CCOC(=O)C1=C(C)N(CCO)C(=O)NC1c1ccccc1 (configuration not stated)
  0%	1%	-1%	-2	-2%	-2%	1%	2%	-4%	11%	-3%
> CC(NC(=O)COC(=O)c1c[nH]c2ccccc12)c1ccccc1 (configuration not stated)
  ?	nt	nt	nt	nt	-5%	-2%	nt	-3%	nt	0%
> COc1ccc(S(=O)(=O)Nc2ccc3c(c2)COC3=O)cc1OC
  3%	2%	3%	-1	-2%	-3%[1.84 µM]	-1%	-3%	-19%	-5%	2%
> CCOCCSc1n[nH]c(=O)n1CCc1ccccc1
  4%	0%	-23%	4	5%	6%	1%	-3%	15%	-3%	-4%
> COc1ccc2c(c1)CC(C1(O)C(=O)N(C)c3ccccc31)C2=O (configuration not stated)
  -1%	7%	-1%	0	3%	-26%	-2%	-16%	0%	-7%	-8%
> NC(=O)N/N=C/c1cccc(C(F)(F)F)c1
  -11%	2%	-5%	-1	-1%	-1%	2%	18%	-4%	4%	8%
> CC(=O)N1CCC(N(CCN2CCOCC2)C(=S)Nc2ccc(C)c(C)c2)CC1
  -10%	-1%	-1%[10 µM]	3	1%	-18%	19%	?	2%	-6%	-1%
> O=C(COC(=O)CSc1cccc2cccc(Cl)c12)Nc1ncc(C(F)(F)F)cc1Cl
  -1%	1%	-24%	3	3%	-13%	2%	-8%	-3%	3%	0%
> Cc1cc(S(=O)(=O)Nc2cccc(Cl)c2)c(C)s1
  -11%	-17%	1%	11	-2%	15%	-2%	-19%	11%	-7%	-9%
> Cc1cc(C)nc(CCNC(=O)c2cc(COc3ccccc3)on2)n1
  ?	2%	?	3	20%	7.9µM*	18%	5%	13%	?	0%
> Cn1nc(C(=O)OCc2ccc(F)cc2)c2ccccc2c1=O
  -20%	2%	16%	1	-4%	1%	-5%	?	-3%	-1%	-3%
> O=C(COC(=O)CCC(=O)c1cccs1)NCc1cccs1
  12%	3%	5%	7	0%	0%	0%	-4%	-2%	-1%	0%
> O=C(CNC(=O)c1ccco1)NCC(=O)OCC(=O)c1ccc(Cl)c([N+](=O)[O-])c1
  -5%	0%	?	-5	-1%	-15%	0%	?	1%	8%	-5%
> CC(C)NC(=O)COC(=O)/C=C/c1ccco1
  26%	-5%	?	-3	4%	-11%	2%	39%	-5%	2%	?
> CCOC(=O)CC(=O)CSc1nc(-c2ccccc2)cc(-c2ccccc2)c1C#N
  ?	-2%	-12%	2	-5%	-27%	-5%	-16%	-10%	-4%	1%
> COc1ccc(Cc2n[nH]c(=S)n(N)c2=O)cc1
  -15%	-16%	1%	1	0%	-14%	-2%	5%	-6%	1%	-2%
> COc1ccc(Nc2nc(NCCCN3CCOCC3)nc(N)c2[N+](=O)[O-])cc1
  20%	-2%	6%	2	-9%	-33%	12%	-1%	-5%	-4%	0%
> Fc1ccccc1NC(=S)N1CCCCC1
  26%	-4%	2%	-5	0%	27%	-3%	-26%	-3%	9%	0%
> O=C(c1ccc(C(=O)N2CCCCCC2)cc1)N1CCCCCC1
  21%	-4%	-5%	3	2%	-3%	0%	43%	4%	-1%	-1%
> CCOCC(=O)Nc1cc(C(=O)NCCC(C)C)ccc1Cl
  14%	-2%	14%	13	0%	nt	3%	33%	-1%	1%	0%
> CC(OC(=O)c1ccccc1Nc1ccc(SC(F)F)cc1)C(N)=O (configuration not stated)
  7%	?	0%	?	-9%	-40%	10%	?	-6%	-6%	-7%
> O=C(CN1C(=O)S/C(=C\C=C\c2ccccc2)C1=O)Nc1ccc(C(=O)O)cc1
  1%	6µM*	-1%	3	3%	32%	8%	-5%	13%	3%	-3%
> COc1ccc(-c2csc(Nc3ccc(C)cn3)n2)cc1OC
  ?	17µM*	5%	0	4%	37%	-1%	-34%	3%	?	4%
> COc1ccc(NC(=O)CN(C)C(=O)CCNS(=O)(=O)c2ccc(Br)cc2)cc1
  15%	3%	-5%	2	-4%	-15%	1%	17%	-12%	6%	1%
> S=c1[nH]nc(Cc2sc(-c3ccccc3)nc2-c2ccccc2)o1
  -1%	?	?	1	-2%	4%	3%	11µM*	5%	1%	3%
> CCOc1ccccc1NC(=O)N1CCc2ccccc2C1
  17%	?	9%	25	13%	-36%	-6%	?	-1%	5%	6%
> Cc1onc(-c2ccccc2)c1C(=O)N/N=C/c1ccc([N+](=O)[O-])c(O)c1
  -1%	8%	-12%	-6	-5%	-13%	-3%	4%	0%	12%	6%
> Cc1ccc(N(CC(=O)NCCc2ccc(Cl)cc2)S(=O)(=O)c2c(C)noc2C)cc1
  -1%	-3%&6%	6%	3	0%	-36%&5%	-8%	?	20%	-1%	-13%
> CCN1CCc2c(C#N)c(NCc3ccccc3)nc(NCCO)c2C1
  ?	9%	3%	-1	0%	8%	2%	-32%	-3%	-10%	-1%
> O=C1C(Cl)=C(N2CCCCCC2)C(=O)N1c1ccc(Br)cc1
  ?	?	-11%	-1	2%	5%	1%	?	0%	13%	-1%
> CC(=O)Nc1ccc(NC(=O)CN(C)CC(=O)Nc2ccccc2Br)cc1
  3%	0%	-18%	0	2%	-15%	2%	2%	-2%	-3%	2%
> C[C@H](NC(=O)c1cccc([N+](=O)[O-])c1)C(=O)OCC(=O)c1ccccc1Br
  27%	nt	nt	nt	nt	-4%	2%	nt	0%	nt	-1%
> CCC(=O)NC1=C(Nc2ccc(N)cc2)C(=O)c2ccccc2C1=O
  ?	27µM*	?	0	27%	-14%	14%	13µM*	21%	2.8µM*	-9%
> CCn1c(O)c2ccc(C(=O)N=NC(=O)c3ccccc3)cc2c1O
  ?	-14%	1%	7	-4%	-4%	4%	24%	-2%	0%	-3%
> COc1ccc2sc(-c3ccccc3OC)c(-c3ccc(OCCN(C)C)cc3)c2c1
  ?	nt	nt	nt	nt	-38%	-8%	nt	-13%	nt	2%
> COC(C[C@H](O)C[C@@H](O)[C@H](C)OCc1ccccc1)OC
  3%	0%	1%	-2	-2%	11%	3%	-1%	6%	-1%	0%
> O=C(CN1C(=O)S/C(=C\c2ccc(F)cc2)C1=O)NC1C=CS(=O)(=O)C1 (configuration not stated)
  ?	0%	3%	-2	-3%	-1%	8%	-1%	-1%	-4%	0%
